# ELG1 DNA repair: blocks ELG1-dependent DNA repair in HEK293T cells. HEK293T ELG1-luciferase reporter, luminescence, 16 h; DNA damage induced by 5-fluorouridine. Potency, µM (highest dose often 46.1 µM), inactives show top-dose activity change, negative = inhibition, usual class: inhibitors. 330,000 compounds, 2.3% hits. AID 504467; further: potency means the concentration at half of the fitted maximal effect; on the % scale 0 is the no-effect control and ±100 the full control effect; nearly all actives have a fitted effect of over 55% in size
#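 Quantitative HTS, concentration-response format. 2,000 cells/well co-treated with 5-fluorouridine and compound, 16 hr in 5% CO2 at 37 °C; ONE-Glo luminescence read after 30 min.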
# TSHR antag: antagonists of human thyroid stimulating hormone receptor. activity change, negative = inhibition, % at 11.5 µM. TSHR-expressing cells, TSH-stimulated cAMP HTRF, 2 h; hits give low values. 330,000 compounds, 0.2% hits. P16473;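 active means activity change below a set negative limit, meaning inhibition stronger than a set level, cut at about -70% in these data; inconclusive means activity change between two set negative limits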; further: on the % scale 0 is the no-effect control and ±100 the full control effect
# Target sequence (P16473 whole entry, looked up): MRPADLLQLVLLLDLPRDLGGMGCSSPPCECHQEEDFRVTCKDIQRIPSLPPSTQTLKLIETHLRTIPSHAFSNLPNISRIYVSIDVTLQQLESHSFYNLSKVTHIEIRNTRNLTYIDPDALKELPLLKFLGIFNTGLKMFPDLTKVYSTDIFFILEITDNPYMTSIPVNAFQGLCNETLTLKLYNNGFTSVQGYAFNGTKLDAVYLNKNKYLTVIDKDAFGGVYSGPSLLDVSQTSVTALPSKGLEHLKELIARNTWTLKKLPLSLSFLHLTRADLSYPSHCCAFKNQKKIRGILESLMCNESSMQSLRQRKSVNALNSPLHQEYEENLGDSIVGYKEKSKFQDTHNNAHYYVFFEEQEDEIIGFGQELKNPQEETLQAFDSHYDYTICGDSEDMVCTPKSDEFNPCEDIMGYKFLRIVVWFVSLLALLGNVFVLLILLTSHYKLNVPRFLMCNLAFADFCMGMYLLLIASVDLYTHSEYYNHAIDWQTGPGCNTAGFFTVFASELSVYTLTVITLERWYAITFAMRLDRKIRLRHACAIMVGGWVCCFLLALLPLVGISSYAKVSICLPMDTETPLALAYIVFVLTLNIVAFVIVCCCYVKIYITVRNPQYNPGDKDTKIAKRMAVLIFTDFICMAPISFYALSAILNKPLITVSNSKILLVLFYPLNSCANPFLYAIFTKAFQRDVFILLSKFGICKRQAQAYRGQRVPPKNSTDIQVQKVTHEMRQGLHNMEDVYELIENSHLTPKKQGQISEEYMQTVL
#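 Inhibition of cAMP made by TSHR-expressing cells under TSH stimulation (4nM final, EC80; 2 h, 37 deg C) is quantified with a one-step lysis HTRF kit, anti-cAMP cryptate versus cAMP-d2.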
# A-T KAP1 phos: potential ataxia-telangiectasia treatments restoring KAP-1 phosphorylation; Potency, µM (series often up to 57.5 µM), without a hit: at the highest dose activation, most hits filed as activators; […] A-T fibroblasts, KAP-1 phosphorylation AlphaLISA; neocarzinostatin DNA damage 30 min before lysis; AID 485349; 320,000 compounds, 0.19% hits; further: potency means the concentration at half of the fitted maximal effect; % of control where 0% means no effect; nearly all actives have a fitted effect of over 45% in size
#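 hTERT-immortalized A-T patient fibroblasts ([…]), 500 cells/well in OPTI-MEM, 1% FBS, got compounds for 60 min, then NCS for 30 min at 37C. Lysates were then assayed for phospho-KAP-1 by AlphaLISA (anti-pKAP1 donor, anti-KAP1 acceptor beads), 6 hr at 25C.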
# BCR signal inh: inhibitors of chronic active B-cell receptor signaling; ABC-DLBCL IkBa-CBG/CBR reporter, luminescence ratio, 4 h; Potency, µM (titrated, usually from 46.1 µM), without a hit: at the highest dose ratio change, negative = lower green/red ratio, hits mostly inhibitors; 340,000 compounds, 0.05% hits; active means well fitted inhibition curve with a large enough effect in the signal ratio, with a control signal flat, not every such curve was filed as active; inconclusive means small, poorly fitted or top-dose-only effect, or effect the other way, or a change in a side signal; the % refers to the signal ratio;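 further: potency means the concentration at half of the fitted maximal effect; plate controls were basal doxycycline-induced cells for no effect and cells given 10 µM MG132 for full effect; MG132 reads +100%, hits lower the ratio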
#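 Concentration-response series (up to 46 uM) were applied to TMD8 dual-reporter cells for 4 h at 37C with doxycycline. Green/red ratio, after filter-overlap correction, defined %Activity; red signal alone was normalised to basal cells and zero luminescence.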
# Mito fusion yeast: inhibitors of mitochondrial division or activators of mitochondrial fusion. S. cerevisiae fusion-defective mutant growth rescue, CellTiterGlo 48 h. 320,000 compounds, 0.23% hits. Potency, µM (top dose mostly 46.1 µM), for the others: at the top dose growth rescue (activation), hits mostly activators. AID 485298;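 further: potency means the concentration at half of the fitted maximal effect; % of control where 0% means no effect; nearly all actives have a fitted effect of over 45% in size; temperature-sensitive fusion mutants such as fzo1-1 at 37 °C on non-fermentable ethanol glycerol medium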
#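 Temperature-sensitive fusion-defective S. cerevisiae (e.g. fzo1-1, mgm1-5) were grown with compound in YPEG medium (3% ethanol, 3% glycerol) for 48 hours at 37C. Growth rescue was measured as viability by CellTiterGlo luminescence after 10 minutes at ambient.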
# Tb PFK block: blocks T. brucei phosphofructokinase | O15648 | T. brucei PFK, ADP-Glo luminescence | Potency, µM (titrated, usually from 57.5 µM), for the others: at the top dose activity, negative = inhibition, actives largely listed as inhibitors | 330,000 compounds, 0.17% hits | AID 485367;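 further: potency means the concentration at half of the fitted maximal effect; 0% = uninhibited 1x PFK enzyme wells and -100% = no-enzyme wells; nearly all actives have a fitted effect of over 60% in size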
#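 Compounds were pin-transferred as a titration series up to 57 uM into substrate buffer (0.5 mM F6P, 0.1 mM ATP, pH 8.0), then 1.25 nM PFK was added and reactions ran 45 min before ADP-Glo detection.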
# ASM inhibitor: inhibitors of human secretory acid sphingomyelinase | P17405 | placental ASM, HMU-PC fluorogenic substrate, 60 min | Potency, µM (doses to about 57.5 µM), for inactives: top-dose activity change, negative = inhibition, hits mostly inhibitors | 340,000 compounds, 0.006% hits | AID 504937; further: potency means the concentration at half of the fitted maximal effect
#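 qHTS format. ASM enzyme prepared from human placenta hydrolyses the fluorogenic substrate HMU-PC0 (9 uM final) over 60 min at 37 °C after a 10 min compound preincubation.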
# TCR activator: T cell receptor activation. AID 504894. Potency, µM (highest dose often 9.22 µM), for the others: at the top dose activation of IL-2 secretion, actives largely listed as activators. primary human leukocytes, anti-CD3, IL-2 HTRF, 48 h. 330,000 tested, under 10 active; further: % of control where 0% means no effect
#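 Using a-CD3 beads without co-stimulation, primary human leukocytes were exposed to compounds for 48 hr. An HTRF IL-2 kit measured the cytokine, with europium-to-d2 energy transfer producing emission at 665nm upon 320nm excitation.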
# TSG101-PTAP inh: blocks PTAP/TSG101 interaction to inhibit HIV-1 budding; Q99816; Fluorescence polarization, FITC-PTAP peptide / Tsg101 binding; Potency, µM (top dose mostly 115 µM), for the others: at the top dose activity change, negative = inhibition, actives largely listed as inhibitors; 340,000 tested, under 10 active; active means well fitted inhibition curve with a large enough effect in the main read-out, with a control signal flat, not every such curve was filed as active; inconclusive means small, poorly fitted or top-dose-only effect, or effect the other way, or a change in a side signal; inactive means no such curve, though single readings can be large or run the other way; further: potency means the concentration at half of the fitted maximal effect; % of control where 0% means no effect
#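 Fluorescence polarization binding of Tsg101 binding domain (10 uM final) to FITC-labeled PTAP peptide (50 nM final) in HEPES pH 7.5 buffer with NaCl, Tween 20, EDTA, TCEP. Compounds added before peptide; binding 20 min at RT.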
# a7 integrin act: activates integrin-mediated alleviation for muscular dystrophy; alpha7betagal myoblasts, beta-gal FDG fluorescence, 48 h; Potency, µM (top dose mostly 38.3 µM), inactives show top-dose activation, hits mostly activators; 350,000 compounds, 0.064% hits; AID 624291;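 further: potency means the concentration at half of the fitted maximal effect; 100% = response of the positive control SU9516; nearly all actives have a fitted effect of over 60% in size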
#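 Alpha7betagal+/- myoblasts (passage 13) were plated 16-24 hr, then exposed to compounds (1:260 dilution of DMSO stock) for 48 hours at 37C. After MPER lysis, β-galactosidase reporter activity was read as FDG fluorescence (ex 480/em 540) after 30 minutes.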
# Eya2 phos inh: inhibitors of human Eya2 phosphatase activity; Potency, µM (series often up to 76.9 µM), inactives show at the highest dose activity, negative = inhibition, usual class: inhibitors; O00167; recombinant Eya2, OMFP fluorescence dephosphorylation (OMFP is methylfluorescein phosphate); AID 488837; 330,000 compounds, 0.006% hits; further: potency means the concentration at half of the fitted maximal effect; on the % scale 0 is the no-effect control and ±100 the full control effect
#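 Eya2 protein (added as 0.2 uM solution) was preincubated with compound for 10 min at ambient temperature in 50 mM HEPES pH 7.5, 50 mM NaCl, 5 uM MgCl2, 0.05% BSA, 1 mM DTT. OMFP (added at 50 uM) then reacted 10 min; fluorescence read at 485/525 nm.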
# * hit, by the source's call; ? = inconclusive; · = no result given; [ ] = remark or other dose. Unless noted, the call rests on the fitted dose curve; in most records, active means well fitted curve in the direction sought with a large enough effect; inconclusive means small, poorly fitted or top-dose-only effect, or another doubt; inactive means no such curve, though single readings can be large; an effect the other way counts as inactive or inconclusive.
SMILES,ELG1 DNA repair,TSHR antag,A-T KAP1 phos,BCR signal inh,Mito fusion yeast,Tb PFK block,ASM inhibitor,TCR activator,TSG101-PTAP inh,a7 integrin act,Eya2 phos inh
COc1cccc(-c2onc3ccc(C4(C)OCCO4)cc23)c1,?,-28,3%,-2%,5%,0%,-1%,-4%,1%,17%,6%
COc1cc(/C=C/C(=O)N(Cc2ccccc2)c2ccccn2)cc(OC)c1OC,?,15,8%,?,-2%,0%,2%,-3%[46.1 µM],-1%,7%,-5%
CCOC(=O)C1CCN(C(=O)Cn2nc(C)n3nc(-c4ccc(OC)cc4)cc3c2=O)CC1,?,-1,11%,?,-3%,-1%,-2%,-4%,0%,-1%,6%
CN(C)S(=O)(=O)c1cccc(COC(=O)CN2CCCCCC2=O)c1,-1%,7,4%,3%,0%,0%,-4%,-1%,-5%,-11%,3%
Cc1ccc(-n2c(C)cc(/C=N/Nc3ccc([N+](=O)[O-])cn3)c2C)c(C)c1,-26%,0,-1%,?,-5%,-2%,-10%,-4%,3%,-14%,7%
COC(=O)C(C)NC(=O)c1cn(-c2ccccc2OC)c(=O)c2ccccc12 (configuration not stated),-2%,1,-1%,0%,-1%,2%,3%,1%,-3%,-8%,12%
COc1ccc(N2C(=O)CC(N3CCN(c4ccc(Cl)cc4)CC3)C2=O)cc1 (configuration not stated),-21%,2,-4%,-1%,2%,1%,-16%,6%,1%,5%,1%
Cc1nc2ccccc2n1C1CC(=O)N(Cc2ccccc2)C1=O (configuration not stated),?,-17,·,1%,-1%,-1%,1%,2%,-4%,3%,-1%
CCOc1ccc(C2N(c3ccc(F)cc3)C(=O)C3CCCN32)cc1OC (configuration not stated),3%,13,7%,?,5%,-4%,-1%,-5%,-2%,-11%,4%
COc1ccc(CNC(=O)[C@@H](NC(=O)C2CCN(C(=O)[C@@H](N)CC(C)C)CC2)C(C)C)cc1,?,1,7%,-1%,-1%,2%,0%,-2%,-1%,17%,2%
COc1ccc(CCn2c(=N)c(C(=O)NC3CCCCC3)cc3c(=O)n4ccccc4nc32)cc1,-7%,-5,-16%,?,-2%,0%,280%[activator],2%,0%,7%,5%
Cc1ccc(SCCC(=O)Nc2ccccc2C(=O)N2CCOCC2)cc1,5%,0,-3%,-1%,1%,-6%,5%,0%[46.1 µM],-14%,28%,3%
Cc1cccc(C(=O)N2CCCC(c3nc(-c4ccc(F)cc4)no3)C2)c1 (configuration not stated),-1%,-15,4%,-1%,4%,-3%,0%,-3%,0%,-23%,-17%
COc1ccc(CC(=O)Nc2ccccc2Oc2ccccc2)cc1,2%,1,9%,20%,26%,3%,·,·,·,·,3%
Cc1cccc(OCC(=O)N/N=C/c2ccc3c(c2)OCO3)c1,5%,6,3%,?,10%,0%,2%,6%,-1%,4%,0%
CCOC(=O)Cc1csc2nc(-c3ccccc3)nn12,23%,4,-3%,?,3%,0%,-1%,1%,-6%,-5%,3%
Cc1onc(-c2ccccc2Cl)c1C(=O)N1CCN=C1SCc1cccnc1,-21%,4,-1%,7%,3%,-1%,0%,-6%,-1%,-8%,8%
Cn1c(COc2ccc(Br)cc2)nnc1SC1CCc2ccccc2C1=O (configuration not stated),?,16,-9%,1%,6%,-6%,-2%,-2%[46.1 µM],-1%,?,1%
N#CC(C(=O)O)=C1CCCC1,-2%,9,2%,0%,-4%,2%,4%,13%,0%,3%,-9%
Oc1c(C=C2N=c3ccccc3=N2)sc(=S)n1-c1ccccc1,8%,38,13%,-11%,1%,0%,-1%,1%[46.1 µM],-5%,-11%,-22%
CCOC(=O)N1CCC(NC(=O)CCc2cn(C)c3ccccc23)CC1,16%,0,3%,-1%,2%,3%,-1%,-6%,0%,13%,14%
COc1cccc(-c2nc(CS(=O)(=O)CC(=O)N3CCN(C)CC3)c(C)o2)c1,-2%,-17,-1%,-5%,0%,-2%,5%,-7%[46.1 µM],-9%,14%,3%
COc1ccc(-c2nnn(CC(=O)N(C3CCCCC3)C(C)C(=O)NC3CCCC3)n2)cc1OC (configuration not stated),-14%,5,4%,-1%,3%,1%,0%,4%,-1%,-20%,4%
CC(C)CNC(=O)/C(C#N)=C1\N=C(NC(=O)c2ccco2)c2ccccc21,-17%,-8,-1%,?,9%,0%,-7%,-7%,-11%,-12%,15%
CC1(c2nnc(-c3ccc(F)cc3)o2)CC(c2ccc(Cl)cc2)=NO1 (configuration not stated),-15%,-8,-10%,?,-23%,-1%,-13%,0%,-1%,-34%,0%

# Going on with the list:
SMILES,ELG1 DNA repair,TSHR antag,A-T KAP1 phos,BCR signal inh,Mito fusion yeast,Tb PFK block,ASM inhibitor,TCR activator,TSG101-PTAP inh,a7 integrin act,Eya2 phos inh
Cc1ccsc1/C=N/N1CCN(C2c3ccccc3-c3ccccc32)CC1,-5%,-19,-9%,2%,14%,0%,-9%,0%,-5%,-5%,5%
C/C=C/c1ccc(OCCCN2C(=O)NC(C)(C)C2=O)c(OC)c1,23%,-5,9%,2%,-1%,6%,-2%,·,0%,-9%[7.66 µM],5%
O=C(NCC1CCCO1)c1cccc(S(=O)(=O)Nc2cccc(C(F)(F)F)c2)c1 (configuration not stated),?,-9,6%,0%,·,3%,-1%,-3%[46.1 µM],-3%,-15%,6%
CSc1ncccc1C(=O)Nc1cccc(S(=O)(=O)N2CCCCCC2)c1,?,·,1%,-4%,·,-5%,-3%,-4%,-3%,-6%,-3%
CCC(=O)Nc1ccc(S(=O)(=O)NCc2ccco2)cc1,1%,4,1%,?,-1%,-4%,0%,5%,-2%,-15%,13%
CC(=O)Nc1ccc(OCc2ccc(S(=O)(=O)Cc3ccccc3)cc2)cc1,-7%,-7,-5%,-1%,4%,-7%,4%,0%,-2%,-10%,-23%
CC(C)(C)OC(=O)NCCCC[C@@H](C(=O)N1CCN(C(=O)OC(C)(C)C)CC1)n1cc(C(CO)NC(=O)OC(C)(C)C)nn1 (some centres not stated),1%,2,-12%,-11%,-1%,-6%,3%,2%,-3%,-9%,0%
CC(C)(C)S(=O)c1cccs1 (configuration not stated),17%,2,5%,-11%,1%,-1%,2%,·,-1%,-11%,7%
CCN(CC)CC(O)CCCCCCCCC(=O)OC (configuration not stated),12%,14,4%,0%,-9%,-1%,1%,0%,1%,-53%[inhibitor],11%
CC(C)(C)NC(=O)C(c1ccco1)N(C(=O)Cn1nnc(-c2ccc(F)cc2)n1)c1ccccc1F (configuration not stated),?,-11,-2%,?,9%,-15%,-3%,-4%,-3%,-4%,4%
O=C(CN1C(=O)CCC1=O)Nc1nc(-c2ccc(Oc3ccccc3)cc2)cs1,?,-28,12%,-19%,-2%,1%,?,-3%[46.1 µM],-4%,-4%,-11%
O=C(c1c(F)cccc1F)N1CCN(S(=O)(=O)c2ccc3c(c2)OCCO3)CC1,-9%,-1,2%,?,-10%,5%,3%,0%,-1%,·,7%
CCCCn1c(N)c(N(Cc2ccccc2OC)C(=O)COc2ccc(F)cc2Cl)c(=O)[nH]c1=O,2%,-10,13%,1%,2%,-5%,0%,-5%,-2%,0%,-7%
CC(Sc1nnc(N)s1)C(=O)Nc1ccc2c(c1)OCCO2 (configuration not stated),25%,-4,7%,-5%,1%,3%,1%,7%,4%,24%,-5%
O=C(Nc1ccc(F)cc1F)C1CCCN(c2ncnc3c2nc2n3CCCCC2)C1 (configuration not stated),-24%,-14,16%,3%,3%,1%,-3%,6%,-2%,-12%,12%
COc1ccc(N2CCN(C(=O)C3CCN(S(=O)(=O)c4ccc(F)cc4)CC3)CC2)cc1,?,3,-3%,0%,5%,-1%,-2%,0%,-3%,4%,-4%
CCCCCCC(=O)N(O)C1CC(=O)N(c2ccc(F)cc2)C1=O (configuration not stated),?,7,4%,?,-1%,-9%,-7%,2%,-1%,-34%,-8%

# High-throughput results (PubChem)
